NPC1 promoter act: NPC1 promoter activation | 320,000 tested, 2.4% active | Potency, µM (highest dose often 9.22 µM), without a hit: at the top dose activation, most hits filed as activators | Huh7 NPC1 promoter luciferase reporter, 24 h | AID 485313;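 further: % of control where 0% means no effect; nearly all actives have a fitted effect of over 60% in size; reporter is driven by a mutant NPC1 promoter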
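Quantitative HTS used a cell-based reporter: Huh7 cells stably bearing the NPC1 promoter upstream of luciferase were treated with compounds for 24 h, and promoter activation was read as luminescence.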
RORgamma inh: ROR gamma (mouse) transcription inhibition | P51450 | Drosophila S2 Gal4-RORgamma UAS-luciferase reporter, 20 h | Potency, µM (highest dose often 53.6 µM), for the others: top-dose activity change, negative = inhibition, most hits filed as inhibitors | 310,000 tested, 5.4% active; further: on the % scale 0 is the no-effect control and ±100 the full control effect; nearly all actives have a fitted effect of over 60% in size
Target sequence (P51450 whole entry, looked up, the tested form may be a part): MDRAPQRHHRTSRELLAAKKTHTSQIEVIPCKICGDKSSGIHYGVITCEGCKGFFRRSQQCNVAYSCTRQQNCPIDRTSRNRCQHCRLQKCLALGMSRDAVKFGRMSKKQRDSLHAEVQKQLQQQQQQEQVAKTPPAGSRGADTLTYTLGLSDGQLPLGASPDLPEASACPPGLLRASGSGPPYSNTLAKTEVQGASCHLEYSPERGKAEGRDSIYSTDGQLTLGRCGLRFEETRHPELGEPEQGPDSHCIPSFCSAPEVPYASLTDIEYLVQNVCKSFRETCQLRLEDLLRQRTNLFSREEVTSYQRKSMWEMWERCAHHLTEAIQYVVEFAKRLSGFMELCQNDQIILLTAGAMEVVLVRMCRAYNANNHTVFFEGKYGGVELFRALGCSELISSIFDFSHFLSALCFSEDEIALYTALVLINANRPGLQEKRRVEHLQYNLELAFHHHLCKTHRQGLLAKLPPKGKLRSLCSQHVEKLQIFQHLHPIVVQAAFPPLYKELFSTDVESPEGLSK
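A Gal4/UAS one-hybrid system in insect cells: metallothionein-promoter Gal4–ROR gamma fusion plus Photinus luciferase reporter. Copper sulfate 700 uM final, 20 hr ambient incubation, luminescent detection after 10 min with reagent.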
ELG1 genotox: induces genotoxicity in HEK293T cells with luciferase-tagged ELG1; AID 504466; 330,000 tested, 1.3% active; Potency, µM (top dose mostly 46 µM), without a hit: at the highest dose activity change, positive = activation, usual class: activators; HEK293T ELG1-luciferase reporter, luminescence, 16 h; further: % of control where 0% means no effect; nearly all actives have a fitted effect of over 60% in size
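Genotoxic stress is detected as increased luminescence from luciferase-tagged ELG1 in HEK293T cells, measured with ONE-Glo after a 16 hr treatment at 37 °C.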
BRCA1 expr up: activators of BRCA1 expression. Potency, µM (doses to about 46.1 µM), for the others: top-dose activation, hits mostly activators. MCF7-BRCA1-FFLuc reporter, luminescence, 48 h; response scale: scaled: vehicle 0%, 10 µM genistein 100%. 380,000 tested, 1.1% active; further: nearly all actives have a fitted effect of over 80% in size; some results filed as inactive show a strong effect at the top dose
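Quantitative HTS in MCF7 cells stably reporting BRCA1 expression via firefly luciferase. Compound treatment lasts 48 h at 37 °C in phenol-red free MEM. Activation is expressed relative to genistein at 10 microM and DMSO.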
uPA surface inh: cell surface uPA generation inhibition; cell surface uPA generation assay, qHTS; Potency, µM (series often up to 38.3 µM), inactives show top-dose activity change, negative = inhibition, hits mostly inhibitors; 330,000 tested, 0.31% active; AID 540303; active means well fitted inhibition curve with a large enough effect; inconclusive means small, poorly fitted or top-dose-only effect; inactive means no such curve, though single readings can be large or run the other way; tested in mouse RAW 264.7 cells; further: on the % scale 0 is the no-effect control and ±100 the full control effect; nearly all actives have a fitted effect of over 55% in size
FLuc counter: firefly luciferase modulation, counter-screen for miR-21 project | purified FLuc, Km substrates, luminescence inhibition | P08659 | Potency, µM (highest dose often 57.5 µM), for the others: at the top dose activity change, negative = inhibition, actives largely listed as inhibitors | AID 588342 | 360,000 tested, 6.9% active;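 further: plate controls were vehicle for no effect and reference inhibitor for full effect; nearly all actives have a fitted effect of over 55% in size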
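Purified P. pyralis luciferase (10nM final) with 10uM D-luciferin and 10uM ATP (Km levels) in 50mM Tris acetate pH 7.5, 10mM Mg acetate, 0.01% Tween-20, 0.05% BSA; qHTS 6-point titration, ~60 µM downward; luminescence read.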
p53 reactivation: re-activators of mutant p53. H1299 p53-A138V BP100-luciferase reporter, luminescence, 24 h. Potency, µM (doses to about 92.2 µM), inactives show at the top dose activity change, positive = activation, actives largely listed as activators. 320,000 tested, 0.063% active; further: % of control where 0% means no effect; nearly all actives have a fitted effect of over 45% in size
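p53-null H1299 cells stably carrying temperature-sensitive p53-A138V and a BP100-luciferase reporter were pinned with compounds (4-point, 1:5 series) and held 24 hrs at 37 deg C. Luminescence was read 10 min after detection reagent.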
VP16 counter: counter-screen for ROR gamma inhibitors: Gal4-VP16 reporter. Drosophila S2 Gal4-VP16 UAS-luciferase, luminescence, 20 h. Potency, µM (top dose mostly 53.6 µM), inactives show at the top dose activity, negative = inhibition, actives largely listed as inhibitors. 310,000 tested, 3.5% active;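 further: Gal4-VP16 expression switched on by copper sulfate through the metallothionein promoter; on the % scale 0 is the no-effect control and ±100 the full control effect; nearly all actives have a fitted effect of over 50% in size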
MBNL1 CUG block: blocks human MBNL1 binding to CUG repeat RNA | Q9NR56 | TR-FRET MBNL1-His/biotin-(CUG)12 binding, 665/545 ratio | Potency, µM (titrated, usually from 57.5 µM), for inactives: top-dose activity change, negative = inhibition, most hits filed as inhibitors | 280,000 tested, 0.036% active | AID 2675; active means well fitted inhibition curve with a large enough effect in the signal ratio, with a control signal flat, not every such curve was filed as active; inconclusive means small, poorly fitted or top-dose-only effect, or effect the other way, or a change in a side signal; inactive means no such curve, though single readings can be large or run the other way; the % refers to the signal ratio; further: on the % scale 0 is the no-effect control and ±100 the full control effect
Target sequence (Q9NR56 whole entry, looked up): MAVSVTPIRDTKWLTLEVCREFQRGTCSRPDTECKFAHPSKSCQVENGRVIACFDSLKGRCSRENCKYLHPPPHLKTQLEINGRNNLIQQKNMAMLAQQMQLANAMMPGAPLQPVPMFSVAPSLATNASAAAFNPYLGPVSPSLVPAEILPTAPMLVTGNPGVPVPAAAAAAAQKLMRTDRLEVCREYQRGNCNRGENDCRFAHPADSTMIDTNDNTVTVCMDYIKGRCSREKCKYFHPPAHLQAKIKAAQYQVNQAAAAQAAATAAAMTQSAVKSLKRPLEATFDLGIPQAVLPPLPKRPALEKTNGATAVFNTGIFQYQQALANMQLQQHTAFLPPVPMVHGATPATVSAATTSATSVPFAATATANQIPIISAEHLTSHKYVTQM
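His-tagged MBNL1 binding to biotinylated (CUG)12 RNA was measured by TR-FRET using terbium anti-His antibody (0.055 ng/ul final) and streptavidin-XL665 (5 nM final). Compounds were titrated 92 nM to 58 uM; 60 min at room temperature.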
Rab9 prom act: Rab9 promoter activation; Huh7 Rab9 promoter-luciferase reporter, luminescence, 24 h; Potency, µM (doses to about 9.22 µM), without a hit: at the top dose activation, negative = inhibition, actives largely listed as activators; 320,000 tested, 2.8% active; further: % of control where 0% means no effect; nearly all actives have a fitted effect of over 60% in size
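Huh7 cells stably carrying Rab9 promoter–luciferase reporter, plated 1500 cells/well, compound added after 2 h and incubated 24 h at 37 °C; luciferase luminescence then read after 10 min with detection reagent.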
An asterisk follows results filed as active; ? = inconclusive; · = no result given; [ ] = dose if it differs, or a comment. Unless noted, the call rests on the fitted dose curve; in most records, active means well fitted curve in the direction sought with a large enough effect; inconclusive means small, poorly fitted or top-dose-only effect, or another doubt; inactive means no such curve, though single readings can be large; an effect the other way counts as inactive or inconclusive. Potency means the concentration at half of the fitted maximal effect. Random draw from the library (roughly 13% active in at least one column).

canonical_smiles	NPC1 promoter act	RORgamma inh	ELG1 genotox	BRCA1 expr up	uPA surface inh	FLuc counter	p53 reactivation	VP16 counter	MBNL1 CUG block	Rab9 prom act
O=S(=O)(c1ccc(Br)cc1)N1CCn2c(nc3ccccc32)C1	-1%	3%	-2%	-2%	-6%	1%	-5%	-2%	1%	-5%
COc1cccc(-c2cn(-c3cccc(C(F)(F)F)c3)c(=S)[nH]2)c1	3%	3.2µM*	3%	-9%	-1%	1%	4%	?	106%[activator]	7%
COCc1cc(/C=N\NC(=O)c2ccc(Cl)cc2)ccc1OC	1%	-36%	0%	-22%	-3%	-3%	-13%	-5%	?	-7%
CN(C)S(=O)(=O)N1CCN(c2ccc(Cl)cc2)CC1	-3%	?	?	23%	5%	4%	1%	4%	1%	6%
Clc1cccc(CN2CCN(Cc3ccco3)CC2)c1	0%	19%	-4%	3%	4%	-1%	5%	20%	-3%	0%
O=c1oc(-c2ccccc2Cl)nc2ccsc12	-2%	?	?	1%	-2%	?	16%	4%	5%	-1%
CCCN(CCC)C(=O)c1cc2c(=O)[nH]c3ccc(C)cc3c2s1	-10%	40%	-4%	-33%	-4%	5%	1%	-6%	41%[activator]	0%
CC1CN(Cc2nc3c(c(=O)n(C)c(=O)n3C)n2Cc2ccccc2)CC(C)O1 (stereo not given)	0%	8%	3%	1%	-6%	-1%	-2%	14%	8%	4%
NC(=O)C1CCN(C(=O)COc2ccc(Nc3ccccc3)cc2)CC1	1%	-7%	4%	7%	-20%	-20%	3%	-5%	-1%	-4%
COc1cc(C(=O)NC2CCCC2)c(Br)c(OC)c1OC	-2%	10%	0%	-4%	0%	-2%	0%	15%[10 µM]	0%	0%
O=[N+]([O-])c1ccc(Sc2ccccc2)nc1	6%	1%	0%	-1%	3%	-2%	3%	1%	?	0%
COc1ccc(/C=C/C(=O)OCC(=O)c2c(N)n(C)c(=O)n(C)c2=O)c(OC)c1	-5%	-1%	9%	-2%	-7%	5%	-11%	3%	-6%	-11%
CC(C(=O)Nc1ccc2nccnc2c1)N1C(=O)C2C3C=CC(C3)C2C1=O (stereo not given)	-1%	?	-5%	-1%	16%	-2%	-3%	-6%	14%	3%
Cc1cc(C)n2nc(SCc3ccc(C#N)cc3)nc2n1	-3%	11%	1%	10%	-13%	-1%	6%	-11%	0%	-14%
O=C(COC(=O)Cc1ccc(Br)cc1)NC1CC1	-1%	·	-1%	-9%	0%	-8%	-5%	·	·	-5%
NC(=NCc1ccco1)NC(=O)c1ccc(Cl)cc1	?	38%	?	11µM*	-2%	17µM*	29%	-7%	-1%	?
C=C1CC(C(=O)N/N=C/c2ccccc2)C1	12%	1%	0%	61%	-3%	?	1%	-4%	-3%[11.5 µM]	13%
Cc1cccc(NC(=O)c2ccc(NS(=O)(=O)c3c(C)noc3C)cc2)c1	0%	?	2%	-18%	1%	-16%	-2%	-9%	-10%	-10%
O=C1NC2(CCCCC2)N(C(=O)c2ccccc2)C2=C1CCCC2	-1%	?	-4%	-22%	10%	-2%	2%	12%	-3%	3%
O=C(NCc1cccnc1)C(=O)NCC1OCCN1S(=O)(=O)c1ccc(Cl)cc1 (stereo not given)	-6%	41%	-3%	20%	3%	3%	2%	6%	4%	-1%
COc1ccc(C)cc1NC(=O)CSc1ccc(-c2cccnc2)nn1	-2%	19%	0%	5%	-19%	3%	-6%	3%	8%	-7%
COc1ccc(S(=O)(=O)N(C)C[C@H]2Oc3c(NC(=O)Cc4ccccc4)cccc3C(=O)N([C@H](C)CO)C[C@@H]2C)cc1	·	·	1%	-3%	-3%	·	1%	·	·	·
COc1cc(N)c(Br)cc1C(=O)O	0%	-5%	3%	3%	4%	-4%	-1%	-2%	-3%	10%
Cc1ccc(S(=O)(=O)N2CCN(CC(=O)Nc3ccccc3C(=O)NC3CC3)CC2)cc1	-1%	·	1%	-17%	2%	3%	-4%	·	·	0%
Cc1ccccc1NC(=O)CNC(=O)Cc1cccc2ccccc12	9%	·	1%	-23%	1%	?	4%	·	·	1%
CC1CCN(S(=O)(=O)c2ccc(C(C)C)cc2)CC1	-3%	-20%	-5%	-11%	0%	-1%	2%	0%	-5%	7%
CSCCC(NC(=O)COc1ccccc1)C(=O)N1CCN(c2ccccc2)CC1 (stereo not given)	1%	·	0%	-15%	1%	2%	22%	·	·	-2%
CCCc1[nH]nc2c1C(c1ccc(OC(=O)N3CCOCC3)cc1)C(C#N)=C(N)O2 (stereo not given)	2%	-8%	3%	7%	-20%	2%	0%	1%	?	0%
COc1ccccc1CN1CC(C(=O)N(C)Cc2[nH]c3ccccc3c2C)CCC1=O (stereo not given)	0%	41%	2%	-24%	10%	-4%	-8%	1%	1%	1%
O=C(NCc1ccc2c(c1)OCO2)c1cc(COc2c(F)cccc2F)on1	17%	?	-4%	39%	-26%	3%	5%	?	0%	21%
Cc1ccc(C)c(NC(=S)NC(NC(=O)OCc2ccccc2)C(Cl)(Cl)Cl)c1 (stereo not given)	-1%	14µM*	-3%	-34%	13%	4%	-1%	?	·	-5%
C[C@H](CO)N1C[C@H](C)[C@@H](CN(C)C(=O)Nc2ccccc2)Oc2ccc(NS(=O)(=O)c3ccccc3)cc2C1=O	·	·	0%	-3%	5%	·	5%	·	·	·
O=C(CC1S/C(=N/N=C/c2cccs2)NC1=O)Nc1ccccc1F (stereo not given)	-3%	8.9µM*	?	-14%	0%	1%	1%	-23%	2%	-5%
Cn1c(SCC(N)=O)nnc1-c1ccccc1	-2%	-43%	1%	-4%	5%	-1%	-1%	9%	-6%	3%
COc1ccc(CNC(=O)CN(C(=O)c2csnn2)c2cnc3ccccc3c2)cc1	1%	12%	-1%	-4%	4%	-2%	-4%	-5%	2%	-1%
O=C(O)Cn1c(Cc2ccccc2)nc2ccccc21	2%	-33%	3%	4%	3%	-2%	8%	-6%	-1%	-3%
O=C(Nc1ccccc1C(=O)NCCN1CCOCC1)c1cccc([N+](=O)[O-])c1	-4%	39%	-2%	-18%	-16%	-2%	?	4%	?	0%
COc1cccc2c(=O)c(C(=O)O)c[nH]c12	-1%	2%	0%	6%	7%	-6%	-4%	6%	0%	-7%
Cc1cc(C)n2nc(SCC(=O)N3CCN(c4ccc(F)cc4)CC3)nc2n1	0%	·	0%	-3%	6%	5%	-10%	·	·	-4%
Cc1nc2nc[nH]n2c(=O)c1CCOC(=O)c1ccccc1F	-4%	-20%	3%	2%	-3%	11µM*	5%	-22%	-5%	13%
CCOc1ccc(-n2c(=O)cc(N3CCN(c4ccccc4)CC3)[nH]c2=O)cc1	0%	-9%	-10%	1%	·	1%	11%	0%	-5%	-4%
O=C(c1ccc(-c2nc3ccccc3s2)s1)N1CCOCC1	0.089µM*	4.5µM*	?	?	?	0.38µM*	-9%	?	?	?
CN(C(=O)CSc1ncnc2ccccc12)C1CCS(=O)(=O)C1 (stereo not given)	0%	·	-1%	-28%	-7%	2%	8%	·	·	0%
S=C(NCCNC(=S)Nc1ccccc1Cl)Nc1ccccc1Cl	-8%	?	-6%	-33%	-1%	0%	-2%	-15%	-15%	1%
CCOc1ccc(Cl)cc1CNCCNCCO	0%	-19%	1%	3%	-7%	2%	-12%	2%	-1%	1%
COc1cccc(CSc2nnc(-c3ccco3)n2C)c1	10%	-4%	-2%	52%	-2%	-12%	?	-8%	-15%	6%
Cc1ccc(-n2nnnc2CS(=O)(=O)c2ccccc2)c(C)c1	-5%	-20%	-2%	-4%	2%	2%	2%	2%	4%	1%
Clc1cccc(N/N=C/c2ccncc2)c1	26%	?	?	?	15%	17µM*	0%	13%	·	?
CCCn1cc(C(CC(=O)O)C(=O)O)c2ccccc21 (stereo not given)	-1%	-5%	-2%	-5%	·	-1%	-8%	6%	-2%	1%
Cc1ccc(OCC(=O)NNC(=O)C2CCN(c3ncnc4sc(C)c(C)c34)CC2)cc1	-3%	·	-2%	-17%	-7%	-1%	-4%	·	·	-2%
NC(=O)c1c(N)sc2c1CCCC2	10%	-4%	4%	-14%	-3%	-18%	15%	5%	24%	14%
CS(=O)(=O)N(CC(=O)NCc1ccc2c(c1)OCO2)C1CCCCC1	0%	12%	0%	-2%	1%	-1%	1%	0%	-3%	-9%
C=CCN1CN(S(=O)(=O)c2ccc(OC)cc2)c2nc3ccccc3nc21	-3%	15%	-1%	-1%	2%	0%	-4%	1%	5%	-4%
Cc1ccc(C)c(NS(=O)(=O)c2ccc(OCC(=O)NCc3ccco3)cc2)c1	-2%	7%	-7%	-16%	4%	1%	-5%	15%	6%	-5%

Single records, from the list above. Order of values: NPC1 promoter act | RORgamma inh | ELG1 genotox | BRCA1 expr up | uPA surface inh | FLuc counter | p53 reactivation | VP16 counter | MBNL1 CUG block | Rab9 prom act
Results for CS(=O)(=O)N(CC(=O)NCc1ccc2c(c1)OCO2)C1CCCCC1 = 0% | 12% | 0% | -2% | 1% | -1% | 1% | 0% | -3% | -9%
Results for NC(=O)c1c(N)sc2c1CCCC2 = 10% | -4% | 4% | -14% | -3% | -18% | 15% | 5% | 24% | 14%
